# CCT chaperon mod: changes cytosolic chaperonin activity | purified chaperonin ATPase assay, HTRF ADP detection, 30 min | activity change, % (no concentration beside the values), hits read low | 0.3% of 360,000 active | AID 651819; in the data active = activity change below about -30%; also: % is scaled to controls: 0 for no effect and ±100 for the full control effect
#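 First, chaperonin was dispensed at 40 nM or 20 nM final depending on batch activity. Next, compounds were pinned at 76 uM and ATP added at 10 uM. After 30 min at 37 °C, ADP detection reagents ran 30 min at ambient temperature.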
# PLK1 PBD block: PLK1 (human) polo-box domain binding inhibition. Plk1 PBD binding of FITC phosphopeptide, fluorescence polarization. Potency, µM, for inactives: max response, negative = inhibition, most hits filed as inhibitors. 2.8% of 360,000 active. AID 720504; also: potency is read from the fitted curve at half-maximal effect; series mostly up to about 57 µM; % is scaled to controls: 0 for no effect and ±100 for the full control effect; nearly all actives have a fitted effect of over 65% in size
# Target sequence (P53350 whole entry, looked up, the tested form may be a part): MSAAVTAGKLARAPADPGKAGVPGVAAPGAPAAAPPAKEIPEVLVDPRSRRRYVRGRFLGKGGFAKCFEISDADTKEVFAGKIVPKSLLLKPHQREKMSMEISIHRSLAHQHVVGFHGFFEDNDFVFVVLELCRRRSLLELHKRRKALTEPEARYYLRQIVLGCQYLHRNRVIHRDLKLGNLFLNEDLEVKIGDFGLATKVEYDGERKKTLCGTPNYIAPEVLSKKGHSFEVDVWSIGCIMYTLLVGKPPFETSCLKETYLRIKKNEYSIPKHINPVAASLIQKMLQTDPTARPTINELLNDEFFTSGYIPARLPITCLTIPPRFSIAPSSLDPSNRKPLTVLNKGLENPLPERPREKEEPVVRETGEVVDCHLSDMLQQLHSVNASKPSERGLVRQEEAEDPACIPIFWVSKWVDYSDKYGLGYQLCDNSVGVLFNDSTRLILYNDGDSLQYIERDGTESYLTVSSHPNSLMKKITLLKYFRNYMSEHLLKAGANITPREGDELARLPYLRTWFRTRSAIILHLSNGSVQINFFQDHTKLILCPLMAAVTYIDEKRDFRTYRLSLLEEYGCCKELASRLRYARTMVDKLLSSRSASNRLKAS
# MmCpn inh: inhibitors of Methanococcus maripaludis chaperonin (MmCpn); Potency, µM (top dose mostly 76.9 µM), without a hit: at the top dose activity, negative = inhibition, actives largely listed as inhibitors; AID 504842; 0.031% of 330,000 active; purified Mm-Cpn ATPase, ADP Transcreener TR-FRET; also: potency is read from the fitted curve at half-maximal effect; % is scaled to controls: 0 for no effect and ±100 for the full control effect; nearly all actives have a fitted effect of over 80% in size
#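 Purified archaeal Mm-CPN (25nM final) preincubated 10 min at 37degC with compound, then 10uM ATP for 30 min at 37degC; ADP measured by HTRF Transcreener TR-FRET; buffer 30 mM TRIS pH 7.4, 100mM KCl, 5mM MgCl2, 1mM DTT.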
# PI5P4Ka inh: inhibitors of human PI5P4K alpha | 1.2% of 330,000 active | P48426 | PI5P4Kalpha enzyme, ADP-Glo luminescence, 60 min; active compounds read low | max response, %; active = max response of -50% or lower; inconclusive = between -30% and -50%; inactive = -30% or higher; also: value at the top dose of about 77 µM; % is scaled to controls: 0 for no effect and ±100 for the full control effect
# Target sequence (P48426 whole entry, looked up): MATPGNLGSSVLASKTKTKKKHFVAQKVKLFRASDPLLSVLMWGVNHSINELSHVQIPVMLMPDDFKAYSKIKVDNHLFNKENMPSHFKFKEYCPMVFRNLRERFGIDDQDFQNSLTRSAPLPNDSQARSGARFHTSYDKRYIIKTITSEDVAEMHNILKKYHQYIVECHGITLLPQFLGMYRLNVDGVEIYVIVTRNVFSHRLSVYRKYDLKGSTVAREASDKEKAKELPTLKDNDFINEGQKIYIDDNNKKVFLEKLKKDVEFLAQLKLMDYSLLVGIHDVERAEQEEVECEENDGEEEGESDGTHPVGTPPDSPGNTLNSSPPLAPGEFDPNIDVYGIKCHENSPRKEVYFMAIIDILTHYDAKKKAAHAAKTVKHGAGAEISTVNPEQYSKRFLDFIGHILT
#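 Luminescence from ADP-Glo served as readout of PI5P4Kalpha activity in a qHTS format. Reaction: enzyme, substrate, compound, ATP at 5 microM final, 60 min at RT.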
# EPAC2 antagonist: blocks human EPAC2 exchange factor | EPAC2 GEF exchange of Rap1B-BODIPY-GDP, fluorescence | Potency, µM (series often up to 114 µM), without a hit: top-dose activity, negative = inhibition, most hits filed as inhibitors | 0.18% of 360,000 active; also: potency is read from the fitted curve at half-maximal effect; % is scaled to controls: 0 for no effect and ±100 for the full control effect; nearly all actives have a fitted effect of over 45% in size; many of its hits are not listed in these tables
# EPAC1 antagonist: antagonists of human EPAC1 | EPAC1 GEF assay, Rap1b-BODIPY-GDP exchange fluorescence | 0.14% of 360,000 active | Potency, µM (top dose mostly 115 µM), inactives show at the highest dose activity change, negative = inhibition, actives largely listed as inhibitors | O95398;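 also: potency is read from the fitted curve at half-maximal effect; plate controls were vehicle for no effect and positive control for full effect; nearly all actives have a fitted effect of over 50% in size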
# EPAC1 agonist: EPAC1 (human) agonism | O95398 | EPAC1 agonist qHTS, biochemical assay; response scale: 100% = response to 6.5 mM cAMP | Potency, µM (titrated, usually from 154 µM), without a hit: at the highest dose activation, usual class: activators | 0.073% of 360,000 active | AID 720707; also: potency is read from the fitted curve at half-maximal effect; nearly all actives have a fitted effect of over 60% in size
#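 Nucleotide exchange assay: 100 nM EPAC1 with 250 nM Rap1B loaded with BODIPY-GDP and 50 uM GDP, room temperature. Fluorescence (480/540 nm) read every 5 min for 30 min; signal change normalized to 6.5 mM cAMP as full agonist.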
# WRN helicase inh: inhibitors of human WRN helicase; WRN helicase unwinding, fluorescent forked duplex, kinetic; AID 651768; 0.46% of 360,000 active; Potency, µM (doses to about 114 µM), for inactives: at the top dose activity change, negative = inhibition, most hits filed as inhibitors; also: potency is read from the fitted curve at half-maximal effect; % is scaled to controls: 0 for no effect and ±100 for the full control effect; nearly all actives have a fitted effect of over 55% in size
#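 Enzyme (20 nM final) and test compound sit together 15 min at room temperature before substrate addition. Substrate is a single-forked duplex oligonucleotide (100 nM) labelled with fluorophore and quencher, with 2 mM ATP; helicase unwinding raises red fluorescence, read kinetically.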
# Numbers without * were called inactive; ? = inconclusive; . = no result given; [ ] = another dose, or the depositor's remark. Unless noted, calls follow the shape of the dose curve; as a rule, active = well fitted curve in the direction sought with a large enough effect; inconclusive = small, poorly fitted or top-dose-only effect, or another doubt; inactive = no such curve, though single readings can be large; an effect the other way counts as inactive or inconclusive.
cpd	canonical_smiles	CCT chaperon mod	PLK1 PBD block	MmCpn inh	PI5P4Ka inh
1	CN(C)C(CNc1ncnc2sc3c(c12)CCCCC3)c1ccco1 (stereo not drawn)	-0.4	-4.9%	0.4%	0.1
2	CC(=O)c1cccc(N(CC(=O)Nc2ccc(S(=O)(=O)N3CCOCC3)cc2)S(C)(=O)=O)c1	-4.2	-4.9%	0.6%	3.1
3	CC(C)c1ccc(N2C(=O)CC(NNC(=O)c3ccccc3Cl)C2=O)cc1 (stereo not drawn)	0.0	0.0%	1.2%	-1.3
4	Cn1c(-n2c(CCCN3C(=O)c4ccccc4C3=O)nc3ccccc3c2=O)nc2ccccc21	-1.2	-2.6%	-9.8%	3.7
5	O=C(NCC1CCN(C(=O)c2cccc([N+](=O)[O-])c2)CC1)c1cccc([N+](=O)[O-])c1	-0.7	1.2%	-7.5%	6.5
6	CCCCNC(=S)NCc1ccc2[nH]c3c(c2c1)CCCC3	0.3	-8.2%	2.5%	-6.7
7	O=C(N/N=C/c1ccc[nH]1)c1c[nH]c2ccccc12	0.3	1.1%	-2.1%	?
8	CCc1c(O)nc(SCc2ccccc2)n(C(C)CC)c1=O (stereo not drawn)	-2.7	-3.8%	-1.4%	.
9	Cc1cc(C(=O)N(C)CC(=O)Nc2ccccc2C(F)(F)F)c(C)o1	-0.9	-17.8%	-7.0%	.
10	CCOC(=O)N(NC(=O)C(O)(C(C)C)C(C)C)c1ccccc1	0.0	-11.1%	0.8%	0.6
11	CCN(Cc1cnn(C)c1)Cc1nc(C(c2ccccc2)c2ccccc2)no1	-2.5	-12.6%	-17.6%[15.4 µM]	-4.1
12	CCc1ccc(S(=O)(=O)NCc2cccnc2)cc1	-0.6	-8.0%	-0.5%	0.0
13	CCn1cc(CN2CCN(Cc3ccc(OC)c(C)c3C)C(CCO)C2)c(C)n1 (stereo not drawn)	-5.4	-18.5%	-1.7%	-2.8
14	CCN(CC(=O)Nc1ccccc1OC)C(=O)CSCc1ccc(C)cc1	0.0	0.9%	1.6%	8.6
15	O=C(Nc1cccc(Cl)c1)ON=C1c2ccccc2-c2ccccc21	-3.3	-1.7%	-2.5%	.

cpd	EPAC2 antagonist	EPAC1 antagonist	EPAC1 agonist	WRN helicase inh
1	-28.0%	-10.1%	-8.0%	1.9%
2	7.4%	-7.9%	15.3%	-14.3%
3	11.8%	5.1%	-4.4%	5.1%
4	-4.4%	1.9%	14.4%	1.7%
5	4.1%	-3.5%	3.8%	-3.3%[57.1 µM]
6	-1.7%	-9.0%	-2.8%	-1.0%
7	1.6%	12.8%	5.2%	-16.2%
8	9.5%	6.0%	-4.0%	0.3%
9	19.1%	16.3%	-0.5%	11.2%
10	-5.7%	-23.2%	-1.2%	8.0%
11	-8.0%	-4.0%	-3.7%	-0.7%
12	-1.5%	10.9%	11.3%	2.4%
13	3.9%	-8.2%	1.7%	-4.1%
14	-3.4%	-2.9%	-2.5%	-14.7%
15	0.2%	-6.0%	10.7%	3.8%

# Results in sequence from above.
# PI5P4Ka inh, compounds 9 to 14: ., 0.6, -4.1, 0.0, -2.8, 8.6

# Following part:
cpd	canonical_smiles	CCT chaperon mod	PLK1 PBD block	MmCpn inh	PI5P4Ka inh
16	Cc1n[nH]c(C)c1Sc1ccccc1N=Cc1cc(Cl)cc([N+](=O)[O-])c1O	-17.2	?	-1.3%	?
17	Cc1cc(NC(=O)C2CC(c3ccccc3Cl)=NO2)no1 (stereo not drawn)	0.7	-10.2%	0.6%	-2.3
18	O=C(CCC1CCCCC1)Nc1c2c(nn1-c1ccc(F)cc1)CS(=O)(=O)C2	-2.8	-2.6%	-0.7%	.
19	CCCNC(=O)C1(C)CCN(Cc2ccc(-c3ccccn3)cc2)C1 (stereo not drawn)	1.2	-5.5%	.	1.1
20	COc1ccc(OCC(=O)Nc2ccc(N3CCN(Cc4ccccc4F)CC3)cc2)cc1	-0.2	-5.9%	0.4%	-1.9
21	O=C(CN1C(=O)c2ccccc2S1(=O)=O)c1ccc2c(c1)OCCO2	-0.4	-10.8%	0.7%	-8.3
22	NC(c1csc(Nc2ccc(C(=O)NCCCO)cn2)n1)C1CCCCC1 (stereo not drawn)	0.1	-14.4%	.	2.8
23	Cc1nc(COC(=O)c2c(C)nn(-c3ccccc3)c2C)cs1	0.4	-8.9%	0.3%	-18.7
24	COc1ccc(C)cc1N(CC(=O)N1CCCCCC1)S(=O)(=O)c1ccc(C)cc1	0.4	-8.3%	0.6%	6.8
25	Cc1onc(-c2ccccc2)c1C(=O)NCCc1c[nH]c2ccccc12	-2.4	0.4%	0.1%	.
26	O=C(Nc1cccc(C(F)(F)F)c1)Nc1ccc2nc([C@@H]3O[C@H](CO)[C@@H](O)[C@H](O)[C@H]3O)[nH]c2c1	-0.8	0.1%	.	-2.1
27	O=C(N/N=C/c1ccc(O)cc1O)C1CC1	-2.2	-2.6%	.	-13.3
28	O=C(NCCCc1ccccc1)c1ccc([N+](=O)[O-])cc1Cl	-1.4	7.1%	0.0%	9.1
29	CCN(Cc1cc(=O)n2ccsc2n1)Cc1nc2cc(OC)c(OC)cc2c(=O)[nH]1	-0.1	?	-0.7%	0.7
30	CCOc1ccc(NC2CCCCC2NS(=O)(=O)c2ccccc2)cc1 (stereo not drawn)	0.6	-3.1%	-0.4%	13.0

cpd	EPAC2 antagonist	EPAC1 antagonist	EPAC1 agonist	WRN helicase inh
16	-20.1%	?	3.3%	50.1µM*
17	11.7%	-10.2%	-0.4%	-1.2%
18	-1.3%	2.7%	4.2%	4.7%
19	4.6%	1.9%	0.3%	-4.2%
20	1.2%	-5.4%	0.7%	0.7%
21	2.4%	1.5%	-0.7%	14.3%
22	8.9%	?	-5.0%	-4.7%[57.1 µM]
23	22.5%	4.0%	9.2%	-2.1%[57.1 µM]
24	-3.5%	8.1%	-1.6%	-15.7%
25	-3.4%	-1.3%	12.4%	-2.9%
26	1.3%	-0.2%	-3.8%	3.2%[57.1 µM]
27	15.0%	-3.9%	3.3%	-3.7%
28	4.6%	-10.5%	3.3%	-6.4%
29	14.7%	-5.8%	-8.0%	-0.9%
30	-12.5%	-5.3%	1.1%	-1.3%[57.1 µM]

# One compound at a time, from the list above. Screens in order: CCT chaperon mod | PLK1 PBD block | MmCpn inh | PI5P4Ka inh | EPAC2 antagonist | EPAC1 antagonist | EPAC1 agonist | WRN helicase inh
# Results for O=C(CCC1CCCCC1)Nc1c2c(nn1-c1ccc(F)cc1)CS(=O)(=O)C2 → -2.8 | -2.6% | -0.7% | . | -1.3% | 2.7% | 4.2% | 4.7%
# Results for CCN(Cc1cc(=O)n2ccsc2n1)Cc1nc2cc(OC)c(OC)cc2c(=O)[nH]1 → -0.1 | ? | -0.7% | 0.7 | 14.7% | -5.8% | -8.0% | -0.9%

# The listing continues.
cpd	canonical_smiles	CCT chaperon mod	PLK1 PBD block	MmCpn inh	PI5P4Ka inh
31	O=C1c2cccc3c(O)ccc(c23)C(=O)N1Cc1ccco1	-3.7	4.74µM*	-12.5%	?
32	Cc1cc(NC(=O)COC(=O)c2cc(S(=O)(=O)N3CCOCC3)ccc2N2CCCCC2)no1	0.2	-1.8%	-2.6%	0.0
33	CCOC(=O)c1ccc(NC(=O)Nc2ncccc2C)cc1	1.5	-3.6%	-0.4%	-0.6
34	Cc1ccc(S(=O)(=O)N2CCCOC2CNC(=O)C(=O)NCCC2=CCCCC2)cc1 (stereo not drawn)	-2.3	-20.5%	-0.1%	2.1
35	COc1ccc2c(c1)CC=C1C2CCC2(C)C(=O)C(=NO)CC12 (stereo not drawn)	0.4	-3.2%	.	1.4
36	CCOC(=O)C1=C(O)c2ccccc2C(=O)/C1=C\c1ccc(CC)cc1	-0.7	2.99µM*	-0.4%	.
37	Fc1ccc(CNc2ncnc3cc(Cl)ccc23)cc1	-0.6	1.2%	0.2%	0.3
38	CC(=O)c1ccc(NC(=O)NNS(=O)(=O)c2ccc(F)cc2)cc1	0.5	1.7%	-4.7%	-1.4
39	O=C(COc1ccc([N+](=O)[O-])cc1)Nc1cc(C(=O)O)cc(C(=O)O)c1	-0.5	-21.9%	-0.8%	7.4
40	CCOC(=O)C1CCN(C(=O)Cn2nc(C)n3c(cc4cc(C)ccc43)c2=O)CC1	2.3	-7.9%	1.2%	2.9
41	C=CCn1c(COc2ccccc2C)nnc1SCC(=O)O	-0.8	2.1%	-1.1%	-17.4
42	O=C(NNC(=S)NC1CCCCC1)c1ccccc1O	-3.6	-13.2%	1.1%	-4.2
43	C=CCc1ccc(OCC(O)CN2CCCCC2C)c(OC)c1 (stereo not drawn)	1.3	-1.5%	-0.5%	-1.9
44	CCNC(=S)N(Cc1c(C)noc1C)c1ccccc1	-1.7	-11.4%	1.2%	1.2
45	CCCNC(=O)C(Cc1ccccc1C)NC(=O)c1ccc(C(F)(F)F)cc1 (stereo not drawn)	-1.1	2.8%	-1.3%	0.7

cpd	EPAC2 antagonist	EPAC1 antagonist	EPAC1 agonist	WRN helicase inh
31	324.8%[activator]	19.1%	56.2µM*	?
32	-0.4%	3.1%	-8.5%	-5.4%
33	-2.5%	-24.5%	8.8%	-2.5%
34	-0.9%	-6.4%	2.7%	2.6%
35	-8.5%	0.7%	11.5%	-21.7%
36	-10.2%	-3.0%	9.9%	56.2µM*
37	-5.5%	10.4%	-6.9%	7.0%
38	-1.5%	0.9%	3.6%	-10.0%
39	10.1%	-2.9%	3.2%	-9.1%
40	-1.9%	?	9.0%	-2.6%
41	1.0%	19.9%	1.0%	5.4%[57.1 µM]
42	0.3%	-15.5%	-4.6%	-3.2%
43	-4.5%	8.7%	-7.5%	-0.1%
44	-7.1%	-18.4%	-5.0%	9.1%
45	-2.9%	-13.3%	1.4%	1.4%

# Following part:
cpd	canonical_smiles	CCT chaperon mod	PLK1 PBD block	MmCpn inh	PI5P4Ka inh
46	O=C1NC(Cc2ccccc2)c2nc3ccc(Cl)cc3c(=O)n2-c2ncccc21 (stereo not drawn)	-0.4	-2.6%	.	3.1
47	O=C(OCC1OC(n2ccc(=O)[nH]c2=O)C(Cl)C1O)c1ccccc1 (stereo not drawn)	-0.4	4.2%	-2.3%	1.4
48	O=C(Nc1ccc(Nc2ccccc2)cc1)c1c(Cl)cccc1Cl	-1.0	-0.1%	.	-0.5
49	COc1cccc(Oc2nnnn2-c2ccccc2)c1	-1.7	-1.1%	0.2%	-0.5

cpd	EPAC2 antagonist	EPAC1 antagonist	EPAC1 agonist	WRN helicase inh
46	11.3%	-9.7%	-32.9%[inhibitor]	2.8%
47	12.9%	-5.5%	2.4%	-3.8%
48	-9.8%	-18.2%	9.1%	-10.6%
49	1.7%	2.5%	3.9%	4.5%

# Screening results deposited in PubChem BioAssay by National Center for Advancing Translational Sciences (NCATS).

# The list is partial; rates above refer to the full screens.
